RORA act – activates the human nuclear receptor RORA; P35398; 1.5% of 65,000 active; activation, % at 10 µM; CHO-K1 Gal4-RORA LBD luciferase reporter, luminescence; percent increase over mock-subtracted basal signal;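 active = activation above the mean of all tested compounds plus 3 SD, cut at about 49% in these data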;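 note: 0% = DMSO-treated RORA cells and 100% = added signal equal to DMSO minus mock-transfected cells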
Target sequence (P35398 whole entry, looked up, the tested form may be a part): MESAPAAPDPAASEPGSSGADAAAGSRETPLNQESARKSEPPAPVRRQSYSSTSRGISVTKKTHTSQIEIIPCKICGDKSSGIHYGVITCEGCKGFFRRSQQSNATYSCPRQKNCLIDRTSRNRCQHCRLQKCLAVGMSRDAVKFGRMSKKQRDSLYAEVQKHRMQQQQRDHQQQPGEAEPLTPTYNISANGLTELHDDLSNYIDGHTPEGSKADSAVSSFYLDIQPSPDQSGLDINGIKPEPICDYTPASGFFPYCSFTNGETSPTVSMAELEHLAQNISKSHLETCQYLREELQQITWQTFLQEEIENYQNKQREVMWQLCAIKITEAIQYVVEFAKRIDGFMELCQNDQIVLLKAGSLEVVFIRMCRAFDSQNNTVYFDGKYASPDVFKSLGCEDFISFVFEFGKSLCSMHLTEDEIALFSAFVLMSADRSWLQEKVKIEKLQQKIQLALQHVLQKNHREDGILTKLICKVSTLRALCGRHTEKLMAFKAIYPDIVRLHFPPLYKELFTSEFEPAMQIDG
Ecoli tolC – growth inhibitors of E. coli BW25113 tolC mutant; OD615; growth inhibition, % at 10 µM (by protocol); 2.2% of 65,000 active;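 active = growth inhibition at or above a cutoff equal to the mean over every tested compound plus 3 SD, cut at about 60% in these data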;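 note: growth measured after 20 h incubation at 37 °C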
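Test system: tolC-deleted E. coli BW25113 | Medium: LB with kanamycin 50 µg/mL | Compound dosing: Single concentration, 10 µM final per compound | Schedule: 37 °C, 20 h exposure | Measured by: OD at 615 nm | Evaluation: Percent growth inhibition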
TNAP act DEA – activators of human TNAP at intermediate phosphate acceptor | purified TNAP, CDP-star luminescence, 100 mM DEA, 30 min; hits give high values; scale: 0 levamisole-inhibited, 1 vehicle-only enzyme | activation factor at 20 µM | AID 813 | P05186 | 64,000 tested, under 10 active;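 active = activation factor of at least 2 at 20 µM, relative to controls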
Ec RNAP inh – inhibitors of Escherichia coli RNA polymerase | inhibition, %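 (tested at 10 µM)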 | E. coli RNA polymerase, fluorescence transcription assay | P0A8V2 | 0.2% of 62,000 active; in the data active = inhibition above about 20%;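 note: 0% = enzyme without compound and 100% = no enzyme blank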
NADH coupling – inhibitors of enzymes used to reach an NAD/NADH endpoint | coupled PK/LDH NADH assays, four targets | 0.02% of 65,000 active | AID 774 | IC50, µM (series often up to 10 µM), for the others: at the highest dose inhibition;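 active = single-dose screening hits from any of four coupled enzyme assays that gave an IC50 when retested across doses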;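 note: the DPM-DC format reads NADH fluorescence rather than 340 nm absorbance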
SF1 activator – SF-1 (human) activation | Q13285 | CHO-K1 Gal4-SF-1 LBD luciferase reporter; % increase over DMSO SF-1-specific signal | activation, % at 10 µM | 1.9% of 65,000 active | AID 522;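 active = activation above the mean activation of all tested compounds plus 3 SD, cut at about 50% in these data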
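material = CHO-K1 cells with Gal4–hSF-1 LBD chimera plus Gal4-driven luciferase | compound = 10 µM single point, 1% DMSO | incubation = 20 h compound exposure at 37 °C after 1 h cell settling | measured by = SteadyLite luciferase luminescence | evaluation = percent activation relative to DMSO median and mock-transfected background | control set = DMSO negative control and −SF1 background wells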
M1 antag – blocks the rat M1 muscarinic receptor response to acetylcholine; P08482; CHO-M1 cells, Fluo-4 calcium, ACh EC80 antagonist mode; hits give low values; B-score at 10 µM; 3.4% of 64,000 active; AID 628;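 active = calcium fluorescence response, raw or row-and-column corrected B-score, differing from the plate sample mean either way at a set confidence level, mostly lower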
Autofluor 339 – intrinsic fluorescence of library compounds, ex339/em460 – biochemical, MLSMR library, data from DPM-DC assay, artefact control, profiling panel; compound autofluorescence, ex339/em460 nm, NADH buffer; hits give high values; 1 = no-compound wells, NADH background; fluorescence fold increase at 10 µM; 5.5% of 65,000 active; AID 709;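 active = at 10 µM, mean starting fluorescence two-fold or more over control wells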;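 note: signal is the first read of a kinetic run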
M1 ag – activates the M1 muscarinic receptor; CHO-M1 cells, Fluo-4 calcium fluorescence, agonist mode; hits give high values; B-score at 10 µM; 3% of 64,000 active;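 active = fluorescence rise, raw or as B-score row- and column-corrected plate score, outside the 99.7% band of its plate's samples, either direction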
The depositor's hits bear a star; nt = no result given; [ ] = another dose, or the depositor's remark. No enrichment for hits. Share with any hit: about 15%.

Compound	RORA act	Ecoli tolC	TNAP act DEA	Ec RNAP inh	NADH coupling	SF1 activator	M1 antag	Autofluor 339	M1 ag
COc1ccccc1-c1nnc(SCC(=O)Nc2ccc(Cl)cc2Cl)o1	-8	20	1	4	6%	2	0.41	1.1	-0.51
CC(C(=O)NC1=NCCS1)N1C(=O)C2CC=CCC2C1=O (stereo not drawn)	-17	-23	0.9	7	5%	4	0.12	1.1	-0.18
COc1ccc(OC)c(N/C(=N\c2nc(C)cc(C)n2)NC(=O)c2ccco2)c1	-3	-23	0.9	5	5%	-8	0.1	1.3	-0.58
Cc1ccc2nc(NCCCNC(=O)c3cnccn3)c(C#N)cc2c1	-9	-9	1	nt	3%	31	1.2	1.4	-0.82
O=C(Nc1ccccc1)N1CCCCC1c1cccnc1 (stereo not drawn)	3	-5	1	4	4%	7	-0.019	1.1	0.054
Cc1ccc(-c2nc3ncccn3c2Nc2ccc3c(c2)OCCO3)o1	44	22	1	13	5%	13	0.31	1.1	-0.63
CC(C)(C)NC(=O)Cn1ccc(=N)c2ccccc21	-3	-34	0.9	5	3%	-5	-2.5*	1.2	-0.05
CC(Sc1sc(=S)sc1SC(C)C(=O)O)C(=O)O (stereo not drawn)	6	-5	0.9	10	8%	-7	-0.24	0.99	0.067
COc1ccc(CC(=O)Nc2cccc(-c3nnc(-c4ccc(C)cc4)o3)c2)cc1OC	-6	21	0.9	9	1%	-1	-0.61	1.1	-0.72
CC(O)CNC(=O)C1CCN(Cc2ccc(OCc3ccccc3)cc2)CC1 (stereo not drawn)	17	-11	1.1	1	12%	8	-4.8*	1.1	-0.39
Cc1cc(C(=O)OCC(=O)c2ccc3c(c2)OCCO3)c(C)o1	-3	53	0.8	2	4%	35	-0.39	1.1	0.048
Cn1c(=O)c2c(nc(Cl)n2Cc2ccncc2)n(C)c1=O	-5	-29	0.9	10	0%	-4	0.05	1.1	-0.41
COCCN1C(=O)c2ccccc2C(C(=O)NCCCN2CCCC2=O)C1c1c[nH]c2ccccc12 (stereo not drawn)	15	-4	1	-3	2%	14	-0.3	1.1	-0.39
CCCn1nc(C(=O)N2CC(=O)Nc3ccccc32)c2ccccc2c1=O	15	-8	1	5	6%	19	0.14	1.1	0.046
CCOc1ccccc1N(CC(=O)Nc1ccc2c(c1)OCCO2)S(C)(=O)=O	-4	-1	0.9	nt	2%	-8	0.043	1.2	-0.52
CCOC(=O)c1ccc(NC(=O)c2ccc(C)c(S(=O)(=O)N3CCOCC3)c2)cc1	nt	6	0.9	nt	8%	nt	-3.1*	1.1	16*
CC(C)NC(=O)C1CCCN(c2nnc(-n3cccc3)s2)C1 (stereo not drawn)	-18	-10	1	2	2%	-4	0.37	1.1	-0.51
CC(Sc1nnc(Cn2c(=O)sc3ccccc32)n1C)c1ccccc1 (stereo not drawn)	2	11	1	6	4%	-12	0.12	1.1	-1
O=C(NC1CCCC1)C(c1ccccc1)N(C(=O)c1ccno1)c1cccnc1 (stereo not drawn)	-5	-6	1	9	5%	0	0.018	1.1	-0.36
O=C(CSCc1ccccc1)N1CCN(C(=O)c2ccco2)CC1	-4	-17	0.9	1	5%	-20	0.72	1	0.2
CCOC(=O)C(CC)n1nc(C)n2c(cc3sccc32)c1=O (stereo not drawn)	0	9	0.8	10	4%	17	0.83	1	-0.00039
COc1ccc(CN2CC(C(=O)NCCC3=CCCCC3)CC2=O)cc1 (stereo not drawn)	-5	-7	0.9	9	1%	4	0.12	1	0.67
CSC1=NCCN1C(=O)c1c(F)cccc1F	11	-15	1	-2	5%	-4	-3.1*	1	0.55
CN1CCN(Cc2nc3c(c(=O)[nH]c(=O)n3C)n2CCc2ccccc2)CC1	19	-4	0.9	6	1%	-10	-0.19	0.99	0.93
COc1cc(NC2=CC(=O)CC(C)(C)C2)cc(OC)c1OC	-4	7	0.8	11	4%	1	0.26	1.1	-0.76
NC(=O)Cn1c(S(=O)(=O)Cc2ccccc2)nc2ccccc21	-18	-14	nt	nt	5%	-1	-0.57	1	-0.57
O=c1[nH]cnc2nc(-c3ccccc3)c(-c3ccccc3)nc12	-1	5	0.9	0	15%[fluoresces]	11	-0.26	5.1*	0.52
O=C(NC12CC3CC(CC(C3)C1)C2)c1ccc(=O)oc1	-13	4	0.9	8	7%	9	-0.12	1	-0.04
O=C(Cn1nc(-c2ccc(Cl)cc2)ccc1=O)NCC1CCCO1 (stereo not drawn)	1	1	0.9	4	4%	-8	-0.8*	1.1	0.58
Cc1ccc(Nc2nc(N)nc(CN3CCN(C)CC3)n2)cc1C	17	-17	0.9	8	8%	0	nt	1.1	nt
OC(COc1ccccc1)CN1C2=NCCCN2c2ccccc21 (stereo not drawn)	8	-20	0.9	1	2%	7	-1	1.1	0.042
CC(=O)C1=C(O)C(=O)N(c2ccc(C(=O)O)cc2)C1c1ccccc1 (stereo not drawn)	-24	16	0.9	6	1%	-12	0.47	1.1	-0.49
CCCNC(=O)c1c(C)cc(=O)oc1C	10	-19	0.9	1	12%	-17	-0.18	2.1*	0.091
Cn1c(C(=O)N2CCc3ccccc32)cc2c(=O)n3ccccc3nc21	-1	-1	1	-6	0%	-5	-0.99	1.9	-1.3
CC(=O)c1c(C)cc(C)c(CSc2nnc(-c3ccco3)o2)c1C	1	55	0.9	nt	5%	-29	0.025	1.1	0.2
CCn1cc(C(=O)NCc2ccco2)c(=O)c2cc(S(=O)(=O)N3CC(C)CC(C)C3)ccc21 (stereo not drawn)	-5	48	1	4	6%	-3	-0.63	1.1	-0.27
Nc1ccccc1SCc1cn2cccnc2n1	18	-6	0.9	7	5%	10	0.099	1	-0.2
O=C(OCC#CCSc1nnc(-c2ccccc2)o1)c1cccs1	1	15	0.8	13	2%	17	-0.97	0.99	0.018
Cc1nn(C)c(C)c1S(=O)(=O)NC1CCCc2ccccc21 (stereo not drawn)	-26	2	1	4	3%	-3	0.063	1.1	-0.0011
COCCN1Cc2cccc(C(=O)N3CCN(c4cc(C)ccc4C)CC3)c2C1=O	0	1	1	10	4%	0	1	1.1	0.085
COCC(C)N=Cc1c(O)[nH]c2ccccc12 (stereo not drawn)	-5	-14	0.9	13	7%	-12	nt	0.97	nt
COc1c2occc2c(OC)c2c(=O)cc(C(F)(F)C(F)(F)F)oc12	-1	8	0.9	8	3%	-11	0.4	1.1	1.1
Cc1ccc(C(=O)Nc2ccccc2N2CCN(C(=O)C(C)C)CC2)cc1	19	-7	0.8	10	9%	-6	-0.69	1.1	0.31
COc1cc2c(cc1OC)-c1nnc(C)n1C1(CCCC1)C2	-11	-12	0.9	-14	3%	-13	0.5	1	-0.28
CC(=O)c1ccccc1OC(=O)c1ccco1	22	-11	1	7	4%	8	0.88	1.1	0.88
COc1ccc(NC(=O)CC2Oc3ccccc3NC2=O)cc1 (stereo not drawn)	-10	2	0.9	4	1%	-9	-0.18	1	-0.39
CC1=C(SCCC#N)S/C(=C2\SC(C)=C(SCCC#N)S2)S1	-8	3	0.9	nt	6%	-3	-0.2	1.1	0.25
CSc1nc(O)c(Cc2ccccc2)c(=O)[nH]1	-19	3	1	-6	2%	-3	0.53	1.1	-1.2
COc1ccc(S(=O)(=O)N2CCCC2C(=O)Nc2ccc(C)cc2)cc1 (stereo not drawn)	-5	6	0.8	10	3%	-13	0.0081	1	0.43
O=C(c1ccco1)n1nc(-c2ccc(Cl)cc2)nc1NCc1ccco1	-11	-11	0.8	5	2%	-2	0.19	1.7	2.2
CCn1cc(C(=O)Nc2ccc(NC(=O)c3ccco3)cc2)c(=O)c2ccc(C)nc21	-20	-3	nt	nt	8%	-13	0.36	1.1	-0.6

A draw from above in order of length of the SMILES, low to high:
Compound	RORA act	Ecoli tolC	TNAP act DEA	Ec RNAP inh	NADH coupling	SF1 activator	M1 antag	Autofluor 339	M1 ag
Nc1ccccc1SCc1cn2cccnc2n1	18	-6	0.9	7	5%	10	0.099	1	-0.2
COCC(C)N=Cc1c(O)[nH]c2ccccc12 (stereo not drawn)	-5	-14	0.9	13	7%	-12	nt	0.97	nt
COc1ccc(NC(=O)CC2Oc3ccccc3NC2=O)cc1 (stereo not drawn)	-10	2	0.9	4	1%	-9	-0.18	1	-0.39
O=C(OCC#CCSc1nnc(-c2ccccc2)o1)c1cccs1	1	15	0.8	13	2%	17	-0.97	0.99	0.018
CC1=C(SCCC#N)S/C(=C2\SC(C)=C(SCCC#N)S2)S1	-8	3	0.9	nt	6%	-3	-0.2	1.1	0.25
O=C(c1ccco1)n1nc(-c2ccc(Cl)cc2)nc1NCc1ccco1	-11	-11	0.8	5	2%	-2	0.19	1.7	2.2
Cc1ccc(C(=O)Nc2ccccc2N2CCN(C(=O)C(C)C)CC2)cc1	19	-7	0.8	10	9%	-6	-0.69	1.1	0.31
CC(=O)C1=C(O)C(=O)N(c2ccc(C(=O)O)cc2)C1c1ccccc1 (stereo not drawn)	-24	16	0.9	6	1%	-12	0.47	1.1	-0.49
COCCN1Cc2cccc(C(=O)N3CCN(c4cc(C)ccc4C)CC3)c2C1=O	0	1	1	10	4%	0	1	1.1	0.085
CCn1cc(C(=O)Nc2ccc(NC(=O)c3ccco3)cc2)c(=O)c2ccc(C)nc21	-20	-3	nt	nt	8%	-13	0.36	1.1	-0.6

Screening data (PubChem)
